Bioassay records as filed in PubChem BioAssay.
12-LOX inh = Primary qHTS assay for inhibitors of human arachidonate 12S-lipoxygenase (ALOX12): Round 2; AID 1671190, 2021; purified 12hLO, xylenol orange hydroperoxide absorbance; 1.1% of 580,000 active; Potency, µM (top dose mostly 108 µM), for inactives: at the top dose activity change, negative = inhibition, usual class: inhibitors; also: % is scaled to controls: 0 for no effect and ±100 for the full control effect
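Purified human 12hLO (150 nM final) in 25 mM Hepes, 0.01% Triton X-100, pH 7.0 was preincubated 15 min at room temperature with compound. Then 40 uM arachidonic acid was added, 30 min. Hydroperoxide was read by Fe-XO absorbance ratio 573/405 nm.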
Vif-APOBEC3F blk = qHTS for Inhibitors of Vif-A3F Interactions: qHTS | HeLa A3F-eYFP + Vif (tagged APOBEC3F with the HIV-1 protein that degrades it), YFP fluorescence increase | 0.2% of 390,000 active | Potency, µM (top dose mostly 46.1 µM), without a hit: at the top dose activity, negative = active; also: % of control where 0% means no effect; nearly all actives have a fitted effect of over 65% in size
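Fluorescence increase (Ex 488/Em 500-530) after overnight compound treatment at 37 deg C flags inhibition of Vif-driven A3F-eYFP loss in stable HeLa A3F-eYFP/Vif cells seeded overnight beforehand.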
RGS4 inh = Inhibitors of Regulator of G Protein Signaling (RGS) 4: qHTS; Regulator of G-protein signaling 4 (Homo sapiens), P49798; Transcreener GDP fluorescence polarization, RGS4-accelerated GTP hydrolysis; Potency, µM (doses to about 114 µM), inactives show at the top dose activity change, negative = inhibition, hits mostly inhibitors; 0.039% of 390,000 active; AID 504845, 2011; also: % is scaled to controls: 0 for no effect and ±100 for the full control effect; nearly all actives have a fitted effect of over 75% in size; some results filed as inactive show a strong effect at the top dose
Target sequence (P49798 whole entry, looked up): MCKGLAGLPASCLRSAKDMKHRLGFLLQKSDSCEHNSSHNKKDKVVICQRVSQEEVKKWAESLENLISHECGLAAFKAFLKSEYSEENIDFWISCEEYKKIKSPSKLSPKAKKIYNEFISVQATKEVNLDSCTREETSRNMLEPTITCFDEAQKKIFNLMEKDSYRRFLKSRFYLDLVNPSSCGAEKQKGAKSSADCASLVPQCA
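MLSMR compounds (23 nl, pin-transferred) preincubated 10 min at room temperature with a 500nM (2x) first reagent, then RGS4 at 900nM (2x) plus Transcreener GDP mix added; fluorescence polarization (620/688 nm) read before and after 90 min at 30 °C.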
RXFP1 agonist = qHTS Assay for Agonists of the Relaxin Receptor RXFP1; AID 2676, 2010; Potency, µM (doses to about 57.5 µM), inactives show at the highest dose activation, hits mostly activators; Relaxin receptor 1 (Homo sapiens), Q9HBX9; 0.3% of 370,000 active; HEK293T-RXFP1 cAMP TR-FRET, 30 min; response scale: percent of porcine relaxin response, buffer zero; also: % is scaled to controls: 0 for no effect and ±100 for the full control effect; nearly all actives have a fitted effect of over 60% in size; many of its hits are not listed in these tables
Target sequence (Q9HBX9 whole entry, looked up): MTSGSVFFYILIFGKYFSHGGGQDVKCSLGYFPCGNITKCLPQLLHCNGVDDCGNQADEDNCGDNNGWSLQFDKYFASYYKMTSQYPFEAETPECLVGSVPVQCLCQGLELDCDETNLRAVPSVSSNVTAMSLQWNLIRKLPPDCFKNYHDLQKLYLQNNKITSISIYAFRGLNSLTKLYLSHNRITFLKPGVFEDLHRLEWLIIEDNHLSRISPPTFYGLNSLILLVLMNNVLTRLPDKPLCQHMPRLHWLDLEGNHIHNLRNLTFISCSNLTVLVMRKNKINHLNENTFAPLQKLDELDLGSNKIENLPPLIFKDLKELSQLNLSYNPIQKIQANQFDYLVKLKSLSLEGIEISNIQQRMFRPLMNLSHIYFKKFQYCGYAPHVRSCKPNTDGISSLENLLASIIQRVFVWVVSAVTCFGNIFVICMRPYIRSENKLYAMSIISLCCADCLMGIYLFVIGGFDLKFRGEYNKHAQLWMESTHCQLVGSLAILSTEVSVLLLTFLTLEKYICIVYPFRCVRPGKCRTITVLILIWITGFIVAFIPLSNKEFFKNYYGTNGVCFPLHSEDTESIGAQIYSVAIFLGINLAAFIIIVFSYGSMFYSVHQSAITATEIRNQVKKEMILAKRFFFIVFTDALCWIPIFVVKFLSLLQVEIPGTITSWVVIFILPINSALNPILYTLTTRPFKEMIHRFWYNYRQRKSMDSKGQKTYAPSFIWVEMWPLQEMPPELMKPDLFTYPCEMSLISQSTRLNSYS
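HEK293 cells stably expressing RXFP1, treated 30 min at 37C with compounds plus PDE4 inhibitor Ro 20174; cAMP measured by HTRF TR-FRET. Normalized to buffer and 29 nM porcine relaxin; EC50 by Hill fit.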
USP1 inh = Inhibitors of USP1/UAF1: Primary Screen. Ubiquitin carboxyl-terminal hydrolase 1 (Homo sapiens), O94782. recombinant USP1/UAF1, Ub-Rhodamine cleavage fluorescence. Potency, µM (highest dose often 57.1 µM), without a hit: at the highest dose activity change, negative = inhibition, usual class: inhibitors. 0.23% of 390,000 active. AID 743255, 2014; also: % is scaled to controls: 0 for no effect and ±100 for the full control effect; nearly all actives have a fitted effect of over 60% in size; inactives centre near -12
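USP1/UAF1 complex (1 nM) preincubated 15 min at room temperature with compound, then Ub-Rho substrate (150 nM final) added. Kinetic fluorescence at 480/540 nm over 6 reads at 60 s intervals; 50 mM HEPES pH 7.8, 0.5 mM EDTA, 0.1 mg/ml BSA, 1 mM TCEP, 0.01% Tween-20.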
Vif-APOBEC3G blk = qHTS for Inhibitors of Vif-A3G Interactions: qHTS; Potency, µM (top dose mostly 46.1 µM), without a hit: at the top dose activity, negative = active, usual class: inhibitors; 0.076% of 410,000 active; DNA dC->dU-editing enzyme APOBEC-3G (Homo sapiens), Q9HC16; HeLa A3G-eYFP + Vif (tagged APOBEC3G with the HIV-1 protein that degrades it), YFP fluorescence, overnight;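 also: % is scaled to controls: 0 for no effect and ±100 for the full control effect; nearly all actives have a fitted effect of over 60% in size; hits raise eYFP signal because A3G escapes Vif-driven loss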
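HeLa cells stably expressing Vif and C-terminally eYFP-tagged A3G, seeded overnight at 37 deg C, then exposed to compound by pintool overnight at 37 deg C. Rise in yellow fluorescence (Ex 488/Em 500-530, Acumen) marks blocked Vif-driven A3G degradation.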
rTrxR1 inhibitor = qHTS Assay for Inhibitors of Mammalian Selenoprotein Thioredoxin Reductase 1 (TrxR1): qHTS. Thioredoxin reductase 1, cytoplasmic (Rattus norvegicus), O89049. recombinant rTrxR1, NADPH fluorescence consumption, selenite substrate. Potency, µM (highest dose often 114 µM), for the others: at the highest dose activity change, negative = inhibition, usual class: inhibitors. 1% of 390,000 active; also: % is scaled to controls: 0 for no effect and ±100 for the full control effect; nearly all actives have a fitted effect of over 65% in size
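Rat TrxR1 (90 nM in the dispensed reagent) was pre-reduced with 400 uM NADPH for 5 min at room temperature, then incubated with compound for 15 min. After 400 uM selenite was added, NADPH fluorescence (Ex 340/Em 450 nm) was followed for 8 min.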
TrxR1 substrate = qHTS Assay for Substrates of Mammalian Selenoprotein Thioredoxin Reductase 1 (TrxR1): qHTS. Thioredoxin reductase 1, cytoplasmic (Rattus norvegicus), O89049. purified TrxR1 substrate turnover, NADPH consumption readout. Potency, µM (doses to about 114 µM), for inactives: at the top dose activity change, negative = substrate turnover. 0.01% of 390,000 active. AID 588456, 2011; also: % is scaled to controls: 0 for no effect and ±100 for the full control effect; nearly all actives have a fitted effect of over 50% in size
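Rat TrxR1, dispensed at 90 nM, was prereduced with 400 uM NADPH (final) for 5 min at ~22 deg C, then incubated with compound 15 min before 400 uM selenite. A first-read NADPH fluorescence drop versus no-compound background flagged substrates.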
mIDH1 inhibitor = qHTS for Inhibitors of mutant isocitrate dehydrogenase 1 (IDH1): qHTS; 0.093% of 390,000 active; Isocitrate dehydrogenase [NADP] cytoplasmic (Homo sapiens), O75874; AID 602179, 2012; Potency, µM (series often up to 76.6 µM), for the others: at the top dose activity change, negative = inhibition, actives largely listed as inhibitors; IDH1-R132H enzyme, NADPH consumption, diaphorase/resazurin fluorescence; also: % is scaled to controls: 0 for no effect and ±100 for the full control effect; nearly all actives have a fitted effect of over 65% in size
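IDH1-R132H (0.5 ug/mL) preincubated 30 min with compound, then NADPH (0.016 mM) and alpha-KG (2 mM) added; 80 min at RT, pH 7.5. Remaining NADPH coupled via diaphorase/resazurin to fluorescence (540/590 nm); concentration-response curves normalized to no-enzyme control.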
Numbers without * were called inactive; ? = inconclusive; nt = no result given; & = joins results of further samples; ! = a repeat was not active; [ ] = remark or other dose. Calls follow the shape of the dose curve; as a rule, active = well fitted curve in the direction sought with a large enough effect; inconclusive = small, poorly fitted or top-dose-only effect, or another doubt; inactive = no such curve, though single readings can be large; an effect the other way counts as inactive or inconclusive. Potency is read from the fitted curve at half-maximal effect. These rows are one share of the data; the hit share may differ from the screen's.

SMILES	12-LOX inh	Vif-APOBEC3F blk	RGS4 inh	RXFP1 agonist	USP1 inh	Vif-APOBEC3G blk	rTrxR1 inhibitor	TrxR1 substrate	mIDH1 inhibitor
CS(=O)(=O)N(CC(=O)N1CCN(C(c2ccccc2)c2ccccc2)CC1)C1CCCCC1	-25.7%	-0.9%	10.4%	0.5%	-23.2%	-0.5%	-7.8%	-2.9%	-2.4%
O=C(CSc1nc2[nH]ncc2c(=O)[nH]1)Nc1ccccc1F	-17.8%	0.1%	4.3%	0.8%	-10.3%	-0.3%	-3.2%[57.1 µM]	-5.4%[57.1 µM]	-9.5%
CCOc1ccccc1NC(=O)CCn1cnnn1	-9.8%	-7.5%	8.1%	-2.2%	-13.1%	4.2%	-3.6%[57.1 µM]	-1.9%[57.1 µM]	10.9%
NS(=O)(=O)c1cccc(NC(=O)COC(=O)CCN2C(=O)c3ccccc3C2=O)c1	317.6%[activator]	-2.6%	2.3%	0.2%	-13.2%	-0.6%	17.2%	-1.8%	-2.3%
CC(=O)NC(Cc1ccccc1)C(=O)N1CCN(C(=S)NCC(C)C)CC1 (stereo not given)	0.4%	-1.6%	18.5%	0.6%	-19.2%	-12.2%	3.4%	6.0%[57.1 µM]	-2.0%
COc1cc(CN2CCC(n3nccc3NC(=O)CCCc3ccccc3)CC2)ccc1F	2.1%	5.2%	-9.6%	-1.9%	-14.8%	4.8%	8.1%	4.4%	8.2%
COc1ccccc1CNC(=O)C(=O)NCC(c1cccnc1)N1CCN(c2ccccc2)CC1 (stereo not given)	3.9%	0.5%	7.5%	3.7%	-18.5%	4.3%	-3.7%	-10.1%	0.0%
Cc1cc(C)cc(OCC(=O)N(Cc2cccs2)c2ccc(Cl)cc2)c1	-20.0%	-3.3%	12.0%	0.0%	-17.6%	0.6%	39.9%[activator]	6.8%	0.0%
FC(F)(F)c1cc(-c2ccco2)nc(-n2nc(C(F)(F)F)cc2C2CC2)n1	3.7%	0.6%	-9.6%	0.0%	-17.3%	2.3%	10.0%	13.6%	0.0%
CC(C)(C)c1ccc(S(=O)(=O)Nc2cccnc2)cc1	-1.5%	-3.9%	18.3%	-1.5%	-5.8%	2.6%	6.5%	0.2%	-1.4%
CC(C)N(C(=O)C(=O)c1cccn1-c1ccccc1C#N)C(C)C	55.2%[activator]	-6.4%	14.5%	0.5%	-6.7%	0.8%	3.7%[57.1 µM]	10.4%[57.1 µM]	2.8%
CC(=O)Nc1ccc(NS(=O)(=O)c2cc(C)sc2C)cc1	0.0%	-2.4%	3.3%	-0.6%	-18.7%	1.1%	-5.2%	-6.6%	2.3%
Cc1ccc(NC(=S)NNC(=O)c2cn(C)nc2C)cc1	?	5.1%	9.4%	0.6%	4.6%	3.3%	-10.9%	-5.1%	1.7%
CC(C)NC(=O)C1(c2ccccc2)CCOCC1	16.2%	3.6%	4.4%	1.8%	0.6%	1.4%	-13.6%	-8.5%	-4.1%
COc1ccc(C2c3ccc(O)cc3Oc3ncn4nc(-c5ccccn5)nc4c32)cc1OC (stereo not given)	42.1%	-17.4%	2.1%	4.3%	-7.3%	-2.1%	2.9%	-6.5%	-6.1%
COc1ccc(S(=O)(=O)Nc2nnc(C(C)(C)C)s2)cc1	?	0.6%	?	1.2%	0.3%	-4.3%	3.2%	7.0%	7.0%
CCOC(=O)C1CCN(C=Nc2cc(C)on2)CC1	26.3%	5.8%	-23.1%	1.9%	-5.1%	-3.1%	-1.6%[57.1 µM]	10.3%[57.1 µM]	7.7%
Cc1[nH]c2ccccc2c1C(C[N+](=O)[O-])c1ccco1 (stereo not given)	?	?	-35.6%	-0.8%	-15.5%	-0.3%	12.6µM*	1.8%	-1.1%
CCOc1ccc2[nH]c3nc(SCC(=O)OC(C)C)nnc3c2c1	-20.8%	6.4%	4.3%	-1.0%	-12.0%	0.1%	27.2%	-2.6%	-0.5%
COc1ccc(CN(CC2CCC(C(=O)O)CC2)C(=S)Nc2ccc(C)c(Cl)c2)cc1 (stereo not given)	?	-5.9%	-2.0%	0.8%	-6.7%	0.0%	-15.7%[57.1 µM]	-0.7%[57.1 µM]	-2.6%
Cc1cccc(OCCNC(=O)c2ncn[nH]2)c1	31.2%	-1.3%	-6.0%	0.7%	-19.5%	-1.7%	16.3%	13.7%	2.2%
CCC(C)c1ccccc1NC(=O)C(C)OC(=O)c1ccco1 (stereo not given)	8.0%	3.4%	-30.7%	-0.8%	-21.8%	-0.7%	7.8%	3.1%	1.2%
c1ccc(-c2nc[nH]c2-c2ccccc2)cc1	-24.9%	-16.9%	-1.7%	2.3%&3.1%	-11.5%	-4.2%	14.4%	9.8%	3.1%
CCC(C)[C@H](NC(=O)[C@@H]1Cc2c([nH]c3ccccc23)C2c3ccccc3C(=O)N21)C(=O)N1CCC[C@@H]1C(=O)O (stereo not given in full)	19.2%	0.4%	23.9%	-1.1%	-0.2%	-2.0%	2.2%	8.4%	-2.8%
COc1ccc(C(=O)Nc2cc(C)nn2-c2ccc(F)cc2)cc1	-12.9%	?	14.6%	4.0%	0.3%	-5.0%	19.3%	5.3%	21.2%
C/C(=N\NC(=O)Cc1ccc([N+](=O)[O-])cc1)c1cccnc1	4.9%	9.5%	7.5%	0.2%	-12.8%	2.0%	-2.7%	-2.1%	8.5%
O=C(CCc1nnc2ccc(NCc3ccc(Cl)cc3)nn12)NC1CCCCC1	-17.0%	14.8%	-3.6%	4.1%	-21.9%	0.4%	1.1%	6.4%	-3.6%
CC(=O)Nc1c(C)nn(-c2ccccc2)c1N1CCC(C(=O)NCc2ccccc2Cl)CC1	-4.8%	-2.5%	-34.5%	2.7%	-19.9%	-3.5%	16.4%[57.1 µM]	4.3%[57.1 µM]	-2.3%
CC(C)(C)NC(=O)C[C@H]1C[C@H](C(=O)N2CCOCC2)[C@@]2(C)c3[nH]c4ccc(Cl)cc4c3CCN2C1=O	-7.3%	-3.5%	0.3%	nt	-22.7%	-1.7%	31.3%	11.0%	2.0%
OCC1(CCOc2ccccc2)CCN(Cc2cn[nH]c2-c2ccc(F)cc2)CC1	-1.4%	4.1%	25.3%	-1.8%	-6.9%	1.1%	2.9%	-2.7%	-0.8%
Cc1cc(NC(=O)c2ccc(F)cc2)n(-c2ccccn2)n1	1.2%	7.0%	-6.1%	-0.4%	-11.4%	-2.0%	-4.8%[57.1 µM]	-19.9%[57.1 µM]	7.5%
CCN1CCN(Cc2ccc(NC(=O)c3ccc(C)c(NC(=O)c4ccno4)c3)cc2C(F)(F)F)CC1	-57.5%&-20.4%	-0.7%&3.1%	-13.5%	0.8%	-8.1%&-1.0%	-0.5%&-5.5%	16.6%[57.1 µM]	-5.0%[57.1 µM]	5.7%&18.6%
Cc1ccc(C(=O)c2sc(Nc3ccc(F)cc3)nc2N)c(C)c1	?	1.0%	5.7%	-0.7%	-22.9%	-15.6%	-2.9%[57.1 µM]	-6.1%[57.1 µM]	-14.1%
CC(C)N(C(=O)COC(=O)c1ccc(Cl)nc1)C(C)C	0.8%	-7.8%	23.9%	-0.4%	7.7%	0.0%	39.2%[activator]	5.1%	3.3%
OCCN(CCO)c1nc(N2CCCCC2)c2nc(N(CCO)CCO)nc(N3CCCCC3)c2n1	44.7µM*!	?	?	15.9%	28.2µM*	-9.1%	?	63.4%[activator][57.1 µM]	?
Cc1cc(C)cc(OC(C)c2ccnc3nc(/N=C/N(C)C)nn23)c1 (stereo not given)	19.8%	-0.3%	16.8%	-0.2%	-13.5%	-0.3%	-4.5%	44.5%[activator]	11.4%
Nc1c(C(=O)NCc2ccco2)c2nc3ccccc3nc2n1CCc1ccccc1	?	1.1%	-3.6%	2.1%	-26.3%	-2.2%	-20.6%	53.0%[activator]	-19.5%
CNC(=O)c1[nH]cnc1C(=O)N[C@@H](CC(C)C)C(=O)OCc1ccccc1	18.0%	-0.3%	3.0%	1.2%	-27.2%	2.6%	21.0%[57.1 µM]	-8.3%	-2.1%

Quoted from the listing.
O=C(CCc1nnc2ccc(NCc3ccc(Cl)cc3)nn12)NC1CCCCC1 in TrxR1 substrate = 6.4%
CCN1CCN(Cc2ccc(NC(=O)c3ccc(C)c(NC(=O)c4ccno4)c3)cc2C(F)(F)F)CC1 in RGS4 inh = -13.5%
